Screens (PubChem)
HDAC3 inhib – blocks human histone deacetylase 3; recombinant HDAC3, fluorogenic peptide/trypsin coupled, fluorescence; inhibition, % at 8.3 µM; actives 0.15% (n = 320,000); AID 2718; in the data active = inhibition above about 26%, passing the limit was not always enough
Target sequence (O15379 whole entry, looked up): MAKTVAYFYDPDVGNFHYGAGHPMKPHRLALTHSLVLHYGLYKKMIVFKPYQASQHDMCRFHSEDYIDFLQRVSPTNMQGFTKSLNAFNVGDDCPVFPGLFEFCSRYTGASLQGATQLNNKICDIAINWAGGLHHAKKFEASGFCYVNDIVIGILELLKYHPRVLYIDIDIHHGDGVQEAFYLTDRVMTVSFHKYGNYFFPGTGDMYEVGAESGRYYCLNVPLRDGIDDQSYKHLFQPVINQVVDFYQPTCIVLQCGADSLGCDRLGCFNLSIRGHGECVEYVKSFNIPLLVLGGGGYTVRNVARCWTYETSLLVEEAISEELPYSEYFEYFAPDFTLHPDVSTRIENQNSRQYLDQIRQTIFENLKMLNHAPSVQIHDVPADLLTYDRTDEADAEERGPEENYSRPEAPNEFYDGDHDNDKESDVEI
aSyn 5UTR inh – MLPCN primary screen, SNCA 5' untranslated region; alpha-synuclein 5'UTR reporter, inhibitor activity; inhibition, % (tested at 7.5 µM); actives 0.82% (n = 300,000); in the data active = inhibition above about 60%;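 note: H4 neuroglioblastoma cells stably carrying SNCA 5'UTR luciferase fusion; 0% = DMSO wells and 100% = positive control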
HSF1 inh – HSF1 inhibition; activity change, negative = inhibition, % at 7.5 µM (by protocol); NIH3T3-HGL HSE-luciferase, MG132-induced, luminescence 8 h; active compounds read low; AID 2098; actives 0.77% (n = 300,000);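 active = more than half of replicate wells show activity change below -50%, luminescence cut by over half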;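 note: luciferase reports HSF-1 transcriptional activity via heat shock element; 0% = median of DMSO wells and -100% = zero luminescence signal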
HIF act – HIF pathway transcriptional activation. actives 0.32% (n = 300,000). AID 1910. U2OS HRE-luciferase reporter, luminescence; normalized: DMSO 0%, desferrioxamine 100%. activation, % at 7.5 µM (by protocol);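 active = mean activation of at least 10% of the iron chelator positive control signal, with at least half of replicates also reaching 10%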
KLF5 inh – suppresses KLF5 promoter-driven expression; DLD-1 KLF5 promoter-luciferase reporter, luminescence; inhibition, % at 5 µM; actives 0.23% (n = 290,000); AID 1700;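 active = inhibition above a per-plate limit of that plate's mean compound inhibition plus 3 SD, cut at about 60% in these data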;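 note: 0% = DMSO wells and 100% = LY294002 at 200 µM; higher means less KLF5 promoter-driven luciferase light; inactives centre near -14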
HSF1 activator – increases HSF-1 driven luciferase reporter signal; NIH3T3-HGL HSF-1 luciferase reporter, MG132, 8 h; 100% = twice DMSO control signal; activation, % at 9 µM; actives 1.7% (n = 300,000);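 active = mean replicate activation of at least 50% with a set share of replicates each reaching 50%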;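 note: 0% = median of the neutral control wells and 100% = twice that signal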
IEC-6 tox – kills IEC-6 intestinal cells in KLF5 counter-screen. IEC-6 cytotoxicity, luminescence viability. inhibition, % at 5 µM. actives 0.78% (n = 290,000). AID 1825; in the data active = inhibition above about 22%;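 note: 0% = plate median of test compound wells and 100% = cytotoxic reference compound wells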
HSP90 refold inh – blocks HSP90-mediated luciferase refolding in reticulocyte lysate | inhibition, % at 5.6 µM | actives 0.91% (n = 290,000) | Rabbit reticulocyte lysate, luciferase refolding luminescence, 3 h;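 active = inhibition above the screen-wide mean plus 3 SD, computed separately per campaign, cut at about 16% in these data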;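 note: 0% = DMSO wells and 100% = 60 µM geldanamycin wells; inhibitors lower the luminescence because luciferase stays unfolded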
AI-2 QS mod – modulates the Vibrio harveyi AI-2 quorum sensing system; activity change, % at 7.5 µM; Vibrio harveyi JMH597 AI-2 luminescence/OD600 ratio, 9 h; active compounds read low; strain lacks LuxN and CqsS sensors; 0 = neutral-control median; AID 2094; actives 0.4% (n = 300,000); in the data active = activity change below about -75%, passing the limit was not always enough;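 note: luminescence divided by OD600 gain over 9 h not by final OD600 alone; inactives centre near 13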
Platelet DG rel – platelet dense granule release activity. inhibition, %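 (compounds screened at 7.5 µM in platelet-rich plasma)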. human platelet-rich plasma, SFLLRN dense granule ATP release, luminescence. actives 0.22% (n = 300,000). AID 1663;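 active = mean replicate score, as percent of positive control, at or above 50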
An asterisk follows results filed as active; nt = no result given.

SMILES	HDAC3 inhib	aSyn 5UTR inh	HSF1 inh	HIF act	KLF5 inh	HSF1 activator	IEC-6 tox	HSP90 refold inh	AI-2 QS mod	Platelet DG rel
Cc1nnc(NC(=O)CSc2ncn(-c3ccccc3)n2)s1	0	9	10	-0.1	-34	10	-7	-1	20	-6
COc1ccc(Cl)cc1NC(=O)CSc1nnc(Cn2c(=O)sc3ccccc32)n1C	5	nt	nt	nt	-17	nt	-5	-4	nt	nt
CCc1ccc(NC(=O)COC(=O)c2ccc(Cl)c(S(=O)(=O)N3CCCCCC3)c2)cc1	10	9	-5	-0.2	-9	16	2	-1	33	-5
O=C(Nc1cccc(F)c1)c1cccnc1NCCc1ccccc1	10	8	-33	-0.3	-41	-42	0	-3	-19	-1
CCN(CC1CCCN(CCc2cccc(OC)c2)C1)C(=O)c1ccoc1C (stereo not drawn)	-2	-22	-6	0.2	-4	-15	-2	-8	21	-1
Cc1ccccc1N1CCN(S(=O)(=O)c2ccccc2)CC1	10	6	-1	-0.7	-7	2	2	5	1	-2
CCCCN(C)C(=O)Cn1c(=O)oc2cc(S(=O)(=O)N3CC(C)CC(C)C3)ccc21 (stereo not drawn)	-6	14	4	-0.2	7	0	-3	-5	9	4
CC(=O)Nc1ccc(C(=O)N/N=C(\C)CC(=O)Nc2ccc(OCc3ccccc3)cc2)cc1	-3	-47	1	-0.9	5	10	0	3	20	7
O=C(O)CN1C(=O)/C(=C\c2ccccc2OCc2ccc(Cl)cc2)SC1=S	5	7	3	-0.2	-27	8	-4	-1	49	12
CCOc1ccc(-c2nnc(SCc3nc4ccccc4[nH]3)n2N)cc1	7	-9	46	0.2	-39	63*	4	-3	4	1
CCOC(=O)CNC(=O)CSc1ncnc2c1cnn2-c1ccccc1	-3	1	-5	-0.2	-10	-27	-4	2	37	-1
CCOC(=O)c1c2ccc(OCC(=O)NN)cc2n2ccccc12	-33	-7	13	0.8	-18	15	3	3	17	1
COc1ccccc1C(=O)Nc1cccc2c1CCCC2	2	4	5	0.2	-15	1	14	4	-1	-5
CC1(C(=O)O)COC(c2ccc(Cl)cc2)OC1 (stereo not drawn)	nt	12	-4	-0.2	-19	-5	5	1	15	3
O=S(=O)(NC1c2cccc3cccc(c23)C1N1CCNCC1)c1ccc(Cl)cc1 (stereo not drawn)	0	4	26	-0.1	10	61*	36*	-1	-2	-1
COc1cc(-c2cc(C(=O)O)c3cc4c(cc3n2)OCCO4)cc(OC)c1OC	0	9	-4	0.4	-40	-5	2	4	10	-4
CCOC(=O)c1nnn(-c2nonc2N)c1CNc1ccccc1	-2	11	4	-0.4	0	6	4	6	31	-3
COCC(C)NC(=O)CSc1nc2ccccc2n1CCc1ccccc1 (stereo not drawn)	0	-21	4	0.0	-38	0	-8	-4	4	3
Cc1ccc(C(=O)Cc2cc3ccccc3oc2=O)c(C)c1	-2	-130	59	3.3	-164	85*	-8	7	17	13
COc1ccc(/C=N/NC(=O)CCC(=O)Nc2ccc(F)cc2)c(OC)c1	3	3	-4	-0.7	-13	-18	-4	2	15	-13

Given as comma-separated lines: part of the list above.
mol,HDAC3 inhib,aSyn 5UTR inh,HSF1 inh,HIF act,KLF5 inh,HSF1 activator,IEC-6 tox,HSP90 refold inh,AI-2 QS mod,Platelet DG rel
CCCCN(C)C(=O)Cn1c(=O)oc2cc(S(=O)(=O)N3CC(C)CC(C)C3)ccc21 (stereo not drawn),-6,14,4,-0.2,7,0,-3,-5,9,4
CC(=O)Nc1ccc(C(=O)N/N=C(\C)CC(=O)Nc2ccc(OCc3ccccc3)cc2)cc1,-3,-47,1,-0.9,5,10,0,3,20,7
O=C(O)CN1C(=O)/C(=C\c2ccccc2OCc2ccc(Cl)cc2)SC1=S,5,7,3,-0.2,-27,8,-4,-1,49,12
CCOc1ccc(-c2nnc(SCc3nc4ccccc4[nH]3)n2N)cc1,7,-9,46,0.2,-39,63*,4,-3,4,1

Carrying on.
SMILES	HDAC3 inhib	aSyn 5UTR inh	HSF1 inh	HIF act	KLF5 inh	HSF1 activator	IEC-6 tox	HSP90 refold inh	AI-2 QS mod	Platelet DG rel
O=C(Nc1ccc2ccccc2n1)c1ccccc1	2	-74	26	2.2	-112	37	7	11	14	3
COc1ccc(C(C)NC(=O)c2ccc([N+](=O)[O-])cc2)cc1OC (stereo not drawn)	-2	7	-7	0.0	-15	-4	2	2	-1	0
O=C(c1ccco1)N1CCN(C(=O)c2[nH]ncc2[N+](=O)[O-])CC1	-10	3	-7	-0.1	17	-13	2	-2	9	-15
COC(=O)c1sc2nc3c(c(-c4cccs4)c2c1N)CCCC3	2	30	-3	0.2	-18	1	-4	0	18	-11
CCOC(=O)C1(Cc2cccc(F)c2)CCN(C(=O)C2CCOCC2)CC1	-7	-4	2	-0.1	-36	6	2	-2	12	-1
O=C(NCCCCl)C1CC(=O)N(CCc2ccc(F)cc2)C1 (stereo not drawn)	-4	-6	-6	-0.5	-10	3	-4	-1	7	-9
CC1=C(C)/C(=N/OC(=O)c2cccc([N+](=O)[O-])c2)C=CC1=O	3	-13	27	-2.4	-43	31	1	0	24	5
O=C(/C=C/c1ccccc1)Nc1ccc2c(c1)C(=O)NC2=O	5	11	11	0.8	-6	15	1	-4	18	-9
COc1ccc2nc(SCc3ccccc3C)nc(C)c2c1	1	-107	24	1.3	-32	55*	-8	-1	-6	-1
COc1ccc(-c2nn(C)c(=O)c3ccccc23)cc1NC(=O)Cn1nc(-c2ccccc2)c2ccccc2c1=O	-5	19	10	-0.2	-10	32	2	5	5	1
CCOC(=O)c1c(NC(=O)CSc2ncn[nH]2)sc(C(=O)NC)c1C	2	6	-5	-0.5	-23	3	5	-4	2	1
O=C(CSc1nc(=O)n(CCCN2CCOCC2)c2c1CCCC2)Nc1ccc(F)cc1F	3	-2	-1	-0.2	nt	-7	nt	nt	-1	10
CCC(CC)C(=O)c1c[nH]c(C(=O)NCCOC)c1	-3	18	-7	0.4	2	-15	-6	-2	6	-34
CC(C)(C)N1C(=O)[C@H]2[C@@H](c3ccc(Br)cc3)N3C(=O)N(c4ccc(Br)cc4)C(=O)[C@@]3(Cc3ccccc3)[C@H]2C1=O	-2	6	9	0.4	-19	16	0	4	27	1
CCCCNS(=O)(=O)c1ccc2c(c1)oc(=O)n2CC(=O)OCC	3	-7	-2	-0.4	-51	11	-3	1	18	-17
O=C(Cn1nnc(-c2ccc(Cl)cc2)n1)NCC1CCCCC1	1	1	0	-0.2	-4	16	-4	-1	20	2
Cc1ccc([N+](=O)[O-])cc1Nc1nc(N2CCCC2)nc(N2CCCC2)n1	-15	0	-3	-19	-36	-14	4	-1	0	-5
CC1CCN(C(=O)COc2ccc(S(=O)(=O)N3CCOCC3)cc2)CC1	-1	-3	-2	-0.5	nt	3	nt	nt	-23	-16
Cn1c(COc2ccc(Cl)cc2)nnc1SCC(=O)Nc1ccc2c(c1)CCC2	-5	19	-2	0.0	-22	3	-2	-1	26	-3
COc1ccc(N(CC(=O)NC2CCCC2)C(=O)c2ccc(C)s2)cc1OC	-8	1	-6	-0.3	21	-17	-3	-1	16	3
O=C(Nc1ccc(N=Nc2ccccc2)cc1)c1ccccc1Cl	4	-170	32	2.4	-89	72*	8	-3	28	-15
Cc1ccccc1OCCC(=O)OCC(=O)NC1CCCC1	4	-1	-7	0.0	nt	-10	nt	nt	18	0
O=[N+]([O-])c1ccc(Cl)c(/C=N/NC(=S)Nc2ccccc2)c1	-1	-79	-10	-0.1	-45	-5	-5	0	27	-4
O=C(NCc1ccccc1)c1ccc2c(=O)[nH]c3c(C(=O)NCC4CCCO4)sc(=S)n3c2c1 (stereo not drawn)	6	4	8	0.3	-3	34	0	-2	-8	2
O=C(NC1CCCC1)C(c1ccncc1)N(C(=O)c1csnn1)c1ccc(Cl)cc1 (stereo not drawn)	-2	-14	1	0.3	-17	14	-4	1	24	0
CC1(C)CCN(Cc2ccccc2)C1CC#N (stereo not drawn)	2	0	-3	0.3	-25	5	-2	1	20	2
CC(=O)Nc1ccc(/C=C/c2nc3ccccc3o2)cc1	-7	-128	22	1.7	-237	32	4	-5	-16	0
COc1ccc(OC)c(NC(=O)Cc2ccc(NC3=NC4CS(=O)(=O)CC4S3)cc2)c1 (stereo not drawn)	-2	-5	-10	-0.3	-12	-2	0	3	23	-3
CC(=O)c1c(C)oc2ccc(N(C(C)=O)S(=O)(=O)c3cccc4cccnc34)cc12	2	-29	-2	0.0	-11	16	7	3	4	4
COc1ccc(-c2noc(C3CCCN(C(=O)c4ccc(C)cc4)C3)n2)cc1 (stereo not drawn)	4	-20	4	0.1	10	29	2	1	19	-3
Cn1c(/C=N/c2nc3ccccc3[nH]2)nc2ccccc21	-5	nt	nt	nt	-16	nt	-3	2	22	-4
CN(CC(=O)Nc1cccc(F)c1)C(=O)CN1C(=O)NC2(CCCCC2)C1=O	8	-13	-3	-0.2	nt	-9	nt	nt	6	-5
O=C(CC(NS(=O)(=O)c1ccc(Cl)cc1)c1ccco1)N1CCc2ccccc21 (stereo not drawn)	0	23	13	0.0	-2	26	3	8	11	1
Cc1c(O)ccc(C(=O)CN2CCN(Cc3ccccc3)CC2)c1O	8	3	3	0.6	-40	-1	-4	-2	35	1
O=C(Nc1ccnn1C1CCN(Cc2ccc(CO)o2)CC1)c1ccc2c(c1)OCO2	11	2	0	-0.2	-39	-7	-2	2	6	0
Cc1c(Cl)c([N+](=O)[O-])nn1CC(=O)NCc1ccc(Cl)cc1	3	-7	0	-0.5	-21	3	-3	2	15	-1
CCCCCCCCCC(=O)N1c2ccccc2NC(=O)C1CC(=O)Nc1ccc(C(=O)O)cc1 (stereo not drawn)	6	13	0	0.1	-55	5	2	12	17	1
CCCCn1c(SCC(=O)c2ccc3c(c2)OCCO3)nnc1-c1ccco1	-9	11	-1	0.9	17	0	3	1	4	8
CCOc1ccc(Oc2nc(C)cc(OC)n2)nn1	-1	-11	-5	1.9	-7	-1	0	0	17	3
COc1ccc(NC(=O)CSc2nc(O)cc(=O)[nH]2)c(OC)c1	-2	-7	1	-0.2	-28	20	1	2	-10	0
O=C1OC(c2ccccc2)=N/C1=C\C=C\c1ccco1	41*	7	-13	1.5	-19	-1	-8	4	-6	-10
Cc1cc2oc(=O)c3c(c2cc1OC(=O)c1ccco1)CCCC3	4	-8	-4	-0.2	-21	-5	-10	0	12	7
Cc1ccc2nsnc2c1NC(=O)c1ccc([N+](=O)[O-])cc1	-2	-8	-2	-0.1	-20	-6	1	0	22	0
Clc1ccc(CSc2ncn[nH]2)cc1	3	-13	6	0.0	-21	11	0	0	31	1
O=C(c1ccco1)N1CCN(c2c(-c3ccccc3)c3cc(Cl)ccc3[nH]c2=O)CC1	-3	-27	-3	0.1	-5	9	-2	1	25	-4
COc1cc(OC)nc(NC(=O)NS(=O)(=O)c2ccc(OC(F)(F)F)cc2)n1	2	24	1	-1.6	7	7	2	-3	16	2
COc1cc(/C=C/C(=O)N[C@@H](Cc2c[nH]c3ccccc23)C(=O)O)ccc1O	9	3	-2	0.5	4	-7	3	-1	15	-6
CCOc1ccc2nc(SCC(=O)NNC(=O)c3ccco3)c(C)cc2c1	6	14	1	-0.3	-16	0	-6	3	39	0
O=[N+]([O-])c1ccccc1S(=O)(=O)NCCC1=CCCCC1	-1	-46	15	1.2	-1	27	-6	-2	-2	-16
COc1ccc(-c2nnc(SCc3cccc(C)c3)n2N)cc1	0	-20	-5	-0.2	-17	10	-7	-1	13	-5
O=c1c2c(n3nnnc3n1Cc1ccccc1)-c1ccccc1CC21CCCC1	-2	1	-5	-1.2	-1	-1	-7	-2	29	2
